# NR2E3 ag-1 – agonists of human nuclear receptor NR2E3; Q9Y5X4; GST-NR2E3/biotin-RetCOR TR-FRET, 1536-well; inhibition of corepressor binding, % at 4.78 µM; hit rate 0.12% among 320,000; AID 2300;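 active means percent inhibition above the cutoff of mean plus 3 SD of all tested compounds, set per screening campaign, cut at about 20% in these data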;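 further: 0% = DMSO wells and 100% = biotin wells as full block of FRET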
# Target sequence (Q9Y5X4 whole entry, looked up): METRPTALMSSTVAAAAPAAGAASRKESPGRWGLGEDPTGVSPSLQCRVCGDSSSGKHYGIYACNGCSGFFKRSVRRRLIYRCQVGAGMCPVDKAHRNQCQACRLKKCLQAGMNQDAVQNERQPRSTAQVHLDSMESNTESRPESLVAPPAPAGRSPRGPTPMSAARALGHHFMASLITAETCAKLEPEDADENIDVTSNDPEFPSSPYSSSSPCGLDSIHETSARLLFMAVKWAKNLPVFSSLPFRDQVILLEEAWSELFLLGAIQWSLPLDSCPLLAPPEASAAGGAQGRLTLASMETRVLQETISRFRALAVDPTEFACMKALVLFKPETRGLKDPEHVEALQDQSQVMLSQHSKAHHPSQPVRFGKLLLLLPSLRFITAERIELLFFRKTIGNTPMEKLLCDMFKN
#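 system = GST-tagged NR2E3 plus biotinylated RetCOR corepressor | input = 1.35 nM GST-NR2E3 | also added = 7 nM biotin-RetCOR | schedule = 5 h incubation at 4 °C | measured by = TR-FRET with europium anti-GST and streptavidin-D2, 340 nm excitation | read-out = percent loss of FRET ratio relative to control wells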
# NR2E3 ag-2 – human photoreceptor-specific nuclear receptor agonism | AID 602229 | inhibition of corepressor binding, % at 3.98 µM | hit rate 0.35% among 360,000 | Q9Y5X4 | CHO-S Gal4-NCOR/VP16-NR2E3 two-hybrid, luciferase;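 active means inhibition above the mean of all tested compounds plus 3 SD, cut at about 70% in these data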;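 further: 0% = DMSO with NR2E3 transfected cells and 100% = cells lacking NR2E3 construct; higher means lower luciferase signal from less NR2E3 corepressor binding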
# KKLEB cytotox – CF airway cell cytotoxicity counter-screen | KKLEB CF airway cells viability, ATPlite luminescence, overnight; hits give low values; cells stimulated with P. aeruginosa culture filtrate | activity change (cytotoxicity), % at 5 µM | hit rate 0.36% among 360,000 | AID 602141;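 active means corrected activity change at or below -50% at 5 µM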
# TWEAK Fn14 block – blocks TWEAK-Fn14 interaction in a reporter cell assay; TWEAK-stimulated Fn14 reporter cells, luciferase luminescence, 8 h; inhibition, % at 10 µM; hit rate 2% among 360,000; AID 1159606; in the data active means inhibition above about 50%
# C8 TRAIL sens – caspase-8 TRAIL sensitization; NB7+C8 cells + TRAIL, ATPlite viability luminescence; inhibition (viability loss, TRAIL sensitization), % at 10 µM; hit rate 1% among 360,000; AID 624354;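 active means compounds causing at least 50% loss of cell viability in the single-dose screen, relative to plate controls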
# Shn3 inh set2 – inhibitors of Schnurri-3 3'UTR reporter in osteoblasts; Clone20 osteoblast Shn3 3'UTR firefly luciferase, 24 h; hit rate 0.52% among 360,000; inhibition, % at 12.5 µM;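 active means mean inhibition of at least 75% with every replicate also reaching 75%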;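 further: 0% = median of neutral control wells and 100% = pilot-screen positive control compound; some compounds past the cut are filed as inactive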
# CF NFkB block – blocks PAF-induced NF-kB reporter in cystic fibrosis cells; inhibition, % at 5 µM; KKLEB NF-kB-GFP reporter, GFP fluorescence overnight; hit rate 0.86% among 360,000;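 active means at least 50% inhibition at 5 µM, scaled per plate between neutral and stimulator controls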;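 further: PAF is a Pseudomonas aeruginosa culture filtrate used as stimulus; plate controls were PAF-stimulated DMSO wells for no effect and unstimulated DMSO wells for full effect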
# TRPM1 prom inh – MITF TRPM1 promoter inhibition in SK-MEL-5 cells; inhibition, % at 12.5 µM; SK-MEL-5 TRPM1 promoter luciferase, 24 h; hit rate 0.83% among 330,000;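 active means mean inhibition across replicates of 60% or more, whatever share of single replicates reaches that level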; further: values of inactives mirror those of a sister screen read the other way
# TROY signal inh – inhibitors of TROY-dependent NF-kB signaling | Q293 LMP1-TROYcd NF-kB luciferase reporter, 4 h | inhibition, % at 10 µM | hit rate 0.98% among 360,000;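 active means compounds whose plate-normalised and pattern-corrected inhibition of the luciferase reporter signal at the single screening dose is 50% or more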
# Peg3 prom inh – reduces Peg3 promoter-driven luciferase expression in HeLa; hit rate 1.7% among 360,000; inhibition, % at 20 µM; HeLa PEG-Prom luciferase reporter, luminescence, overnight; AID 588405;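 active means inhibition of at least 50% at 20 µM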
# HIF-2a block – inhibitors of HIF-2a; 786-0 RCC cells HIF-2a reporter, luciferase luminescence, overnight; inhibition, % at 18.8 µM; hit rate 0.72% among 360,000; AID 624352;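 active means inhibition of the luminescence signal of 40% or more relative to plate controls, in a single-dose primary screen at 18.75 µM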
# An asterisk follows results filed as active; nt = not tested or not shown. Not all compounds are listed, so the mix of outcomes need not match the whole.
SMILES,NR2E3 ag-1,NR2E3 ag-2,KKLEB cytotox,TWEAK Fn14 block,C8 TRAIL sens,Shn3 inh set2,CF NFkB block,TRPM1 prom inh,TROY signal inh,Peg3 prom inh,HIF-2a block
CCN(Cc1ccccc1)C(=O)c1[nH]c2ccc(OC)cc2c1C,nt,-6,5,0,9,-13,-14,3,11,6,-3
O=C(CSc1nc(Nc2ccccc2)nc(N2CCOCC2)n1)N1CCc2ccccc21,-1,-26,-25,3,-5,19,19,-30,9,34,11
CC1(C)CC(=O)C2=C(C1)Nc1ccccc1S2,-12,-35,-3,7,12,-12,12,5,21,1,-1
COc1ccc(/C=C/C(=O)c2c(C)nc3ccccn23)cc1,-1,-7,-4,5,9,-21,22,-37,-51,-217,-143
CCOc1ccccc1C(=O)NC(C(=O)NCc1ccc(F)cc1)C(C)C (configuration not stated),0,-16,3,18,4,8,18,5,1,5,23
O=C(Nc1ccc2ccccc2c1)c1ccccc1[N+](=O)[O-],nt,-152,2,2,-6,-24,-22,-29,13,-207,-201
COc1cc(NC(=O)c2nnn(Cc3ccc(SC)cc3)c2N)cc(OC)c1,-3,-20,-2,-18,-8,67,-13,-32,-16,-39,-109
O=C1c2ccccc2C(O)(c2ncc[nH]2)N1CCc1ccccc1 (configuration not stated),0,-2,4,13,-15,-29,4,-4,-23,12,-23
CCOc1ccc(NC(=O)c2ccc(S(=O)(=O)N3CCOCC3)cc2)cc1,3,-4,0,7,4,22,8,1,-7,-18,-16
Cc1ccc(C(=O)NCC(=O)Nc2ccc(C)c(S(=O)(=O)Nc3ccc(Cl)cc3)c2)s1,-1,4,5,-19,-7,-1,-31,14,-11,16,7
O=C(Cc1cccc2ccccc12)NN1C(=O)/C(=C\c2cccnc2)SC1=S,-2,9,5,1,-12,9,-15,-2,-2,30,10
CCOc1ccccc1OC(=O)c1cc2ccccc2oc1=O,-3,-12,-16,-4,-2,0,7,-13,-37,-17,-4
Cc1cc(NS(=O)(=O)c2ccc(NC(=O)c3ccc([N+](=O)[O-])cc3)cc2)nc(C)n1,nt,-6,-1,2,-5,-6,10,nt,-8,-6,-2
CC(Oc1ccc(Cl)cc1Cl)/C(N)=N/O (configuration not stated),-2,-7,0,2,2,-3,2,2,18,16,10
CC(C(=O)Nc1ccc2nccnc2c1)N1C(=O)C2C3C=CC(C3)C2C1=O (configuration not stated),2,12,11,11,-11,7,4,-13,2,7,8
O=C(Cn1c(=O)n(Cc2ccc(F)cc2)c(=O)c2ccccc21)NCC1CCCO1 (configuration not stated),5,-40,2,2,-28,0,3,-3,12,4,10
COC(=O)N1[C@H](C)C=C[C@]1(Cc1ccccc1)C(=O)O,2,-8,-1,-14,12,-1,5,-4,-29,-8,4
CC(C)(C)N(Cc1ccccc1)C(=O)COC(=O)c1ccc2ccccc2n1,nt,-4,-11,-7,-6,-24,35,2,9,8,11
CCCCCC[N+](C)(C)CC/C=C1/c2ccccc2Sc2ccc(Cl)cc21,1,-5,-13,14,-5,11,14,23,28,14,6
COc1ccccc1NC(=O)CN1C(=O)NC(CC(C)C)C1=O (configuration not stated),3,-26,-1,-2,-6,3,5,2,-4,-8,-1

# Entries listed so far with a nitro group on carbon (2):
SMILES,NR2E3 ag-1,NR2E3 ag-2,KKLEB cytotox,TWEAK Fn14 block,C8 TRAIL sens,Shn3 inh set2,CF NFkB block,TRPM1 prom inh,TROY signal inh,Peg3 prom inh,HIF-2a block
O=C(Nc1ccc2ccccc2c1)c1ccccc1[N+](=O)[O-],nt,-152,2,2,-6,-24,-22,-29,13,-207,-201
Cc1cc(NS(=O)(=O)c2ccc(NC(=O)c3ccc([N+](=O)[O-])cc3)cc2)nc(C)n1,nt,-6,-1,2,-5,-6,10,nt,-8,-6,-2

# More records
SMILES,NR2E3 ag-1,NR2E3 ag-2,KKLEB cytotox,TWEAK Fn14 block,C8 TRAIL sens,Shn3 inh set2,CF NFkB block,TRPM1 prom inh,TROY signal inh,Peg3 prom inh,HIF-2a block
CN1CCN(c2ccc(NC(=O)c3cc4ccccc4o3)cc2)CC1,1,-183,-8,27,29,-79,16,1,0,-255,-172
COc1ccc(-c2cc(C(=O)Nc3cc(Br)ccc3O)no2)cc1,-1,6,-10,-27,1,-57,22,-28,0,-95,-77
CCN(CC)S(=O)(=O)c1cccc(-c2nnc(SCc3ncc(-c4ccccc4)o3)n2C)c1,3,-22,0,11,-20,16,-3,3,-13,5,13
COc1cccc(/C=N/NC(=O)N/N=C/c2cccc(OC)c2O)c1O,6,-17,-7,-4,18,66,1,-6,-41,14,-57
Cc1ccc(OCC(=O)NC(=S)Nc2ccc(S(=O)(=O)Nc3cc(C)on3)cc2)c(Br)c1,3,-3,10,-8,6,13,-37,12,-29,-5,-3
O=C(CSc1nnc(-c2cccnc2)n1Cc1ccco1)c1ccc(Br)cc1,-1,-20,-10,-1,-1,10,6,12,-11,11,3
Cc1cc(C)n(C(=O)CNC(=O)C2COc3ccccc3O2)n1 (configuration not stated),-4,-25,7,2,-2,11,-2,-15,7,2,14
COc1ccc(-c2noc(CCC(=O)N3CCN(c4ccccc4C)CC3)n2)cc1,nt,-26,2,0,0,-16,14,-6,-5,-35,-34
Cc1ccc(OCc2ccccc2C)c([N+](=O)[O-])n1,2,-9,-2,26,2,-18,-6,-28,-47,-97,-116
Cc1ccc(CN2CC(C(=O)Nc3cccc(C)n3)CC2=O)cc1 (configuration not stated),-2,-15,33,-15,-13,-11,-24,8,-2,-10,10
CC(=O)Nc1ccccc1NC(=O)c1ccccc1,1,-27,3,-8,22,-3,-4,-6,-18,15,0
COc1ccc(NC(=O)C2CCN(c3cnccn3)CC2)cc1OC,6,-24,1,13,17,-2,-5,13,15,0,16
CCC(COC)NCc1cn(-c2ccc(OC)cc2)nc1-c1cccc(F)c1 (configuration not stated),1,13,-1,-3,2,3,-4,0,-4,2,2
Cc1ccccc1S(=O)(=O)Cc1ccc(C(=O)NCc2ccccc2)o1,0,11,-38,9,2,-11,18,-7,-23,7,4
COc1ccc(C(=O)C2CCCN(Cc3c(F)ccc(F)c3F)C2)c(OC)c1 (configuration not stated),-4,1,-4,-11,-7,9,7,-9,4,17,23
NS(=O)(=O)c1ccc(N2CCN(C(=O)c3ccco3)CC2)nc1,nt,-2,-3,-1,-7,3,14,-7,-5,51*,7
COc1ccc(NC(=S)Nc2ccc(F)cc2)c(OC)c1,-3,2,-1,-14,-4,9,-12,-8,-17,-1,3
Cc1[nH]c(C)c(S(=O)(=O)Nc2ccccc2)c1C(=O)N1CCCC1,-1,-2,-4,15,-5,11,16,-1,-28,-6,9
Cc1ccc(OC(=O)c2cc(=O)c3ccccc3o2)cc1,-2,-4,-3,30,-1,-3,10,-11,5,16,2
COc1ccc(CCNC(=O)/C=C/C(=O)O)cc1,1,-10,0,8,0,1,8,-1,-4,5,6
CCS(=O)(=O)N1CCN(c2ccc(Cl)cc2[N+](=O)[O-])CC1,1,-12,-26,-2,-3,3,-11,11,-2,6,-2
CCCCCn1c(SCc2cccc(C)c2)nc2c1c(=O)[nH]c(=O)n2C,6,17,-5,8,-5,25,-6,nt,18,39,21
O=c1[nH]c(C2CCN(S(=O)(=O)c3ccc(S(=O)(=O)NC4CC4)cc3)CC2)nc2c1nnn2Cc1cccc(F)c1,4,-9,6,14,-8,-14,-16,6,11,31,21
COc1ccc(NC(=O)NCCCCc2ccccc2)c(OC)c1,-3,22,-8,12,4,6,12,-5,-18,17,6
COc1cccc(NC(=O)CSCC(=O)O)c1,0,16,0,0,4,-36,13,5,1,19,10
CCc1ccc(S(=O)(=O)Nc2c(C)nc3nc[nH]n3c2=O)cc1,5,-14,5,30,1,-7,1,-8,-5,12,6
Fc1ccc(NC(=S)Nc2cc(Cl)ccc2Cl)cc1,1,-9,5,-24,-3,66,-1,7,-8,-8,-15
CCCCCCCC(=O)C(C)C(=O)N(C)[C@H](Cc1ccc(OC)cc1)C(=O)N(C)[C@H](C(N)=O)C(C)C (some centres not stated),nt,-15,8,10,-15,-11,-4,4,7,0,-10
CC(=O)Nc1ccc2[nH]ccc2c1,-1,3,-2,1,0,9,20,1,-11,0,5
COc1ccc(-c2oc(=O)c3cc(OC)c(OC)cc3c2C#CCCO)cc1,nt,1,-3,-31,11,4,-52,-1,-19,5,8
CCOc1ccc(CN2CCN(C(=O)c3cccc(F)c3)CC2)cc1,4,-1,-3,-7,8,2,17,6,-5,2,4
Cc1ccc(Cc2cnc(NC(=O)C3CCCO3)s2)cc1 (configuration not stated),4,-162,4,20,14,-49,-3,-70,-10,-289,-151
Cc1nc(-c2ccc(Cl)cc2)sc1C1(C)CC(c2ccc(Br)cc2)=NO1 (configuration not stated),-1,-24,1,-27,-19,-20,2,-20,-23,-30,-55
C[C@H](CO)N1C[C@H](C)[C@H](CN(C)S(=O)(=O)c2ccccc2)Oc2ccc(NC(=O)NC3CCCCC3)cc2CC1=O,nt,12,1,-19,14,2,9,1,4,4,9
COC(=O)c1ccccc1S(=O)(=O)C(C)(C)C,0,1,-2,-25,-8,-5,9,1,25,4,16
COc1ccc(NC2CCCN(C(=O)CCc3cccc(F)c3)C2)cc1 (configuration not stated),-2,12,19,-6,-28,-7,-59,2,-3,6,12
Cc1cccn2cc(CCNC(=O)c3ccc(Br)o3)nc12,2,4,15,0,-13,-6,-6,24,17,20,23
COc1ccccc1CCC(=O)OCC(=O)Nc1ccc(C)c(S(=O)(=O)N2CCCCC2)c1,1,-15,5,-1,8,-10,-13,2,20,-11,12
CCNC(=S)NNC(=O)c1ccccc1Cl,0,-13,1,-14,-8,3,-17,4,-5,-2,18
COc1ccc(NC(=O)c2cccnc2NCCc2ccccc2)cc1,2,-4,-6,18,2,7,-15,-9,-22,3,-31
O=C(Cn1nc(-c2ccc(Cl)cc2)c2ccccc2c1=O)Nc1cccnc1,1,9,9,-13,2,1,-2,1,-7,19,8
COc1ccc(-c2cc3nc(CCl)[nH]c(=O)c3s2)cc1,6,-108,-23,63*,91*,10,9,11,-2,10,-10
C=CCNC(=O)/C(=C\c1ccc(Br)cc1)NC(=O)c1ccccc1OC,2,26,-8,-2,-4,4,-8,8,10,16,19
CC1CCN(C(=O)COC(=O)c2ccccc2NCCO)CC1,nt,-16,-5,1,-7,-20,5,nt,-14,-33,-39
O=C(O)c1cc2c(cc1NC(=O)c1ccccc1OC(F)F)OCCCO2,4,-26,5,32,-1,7,-6,-14,-2,14,1
CC12CCC(=O)C=C1CCCC2=O (configuration not stated),nt,17,11,-9,-9,-12,-7,10,-25,6,14

# Screens as filed in PubChem.
